LDHA inh – blocks human lactate dehydrogenase A; purified LDHA, NADH/diaphorase-resazurin fluorescence; hits give low values; activity change, % (values are at about 110 or 230 µM); 480,000 compounds, 0.15% hits; in the data active means activity change below about -30%; inconclusive means mostly about -25% to -30%;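 further: plate controls were DMSO wells for no effect and wells without enzyme for full effect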
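Human LDH5 at 2 nM final in Tris HCl pH 7.4 with 0.06 mM NADH and 0.2 mM pyruvate, reacted 5 minutes at room temperature. Remaining NADH coupled via diaphorase/resazurin; resorufin fluorescence read at 0 and 20 minutes, normalized to enzyme-free and DMSO wells.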
Pol kappa inh – blocks human DNA polymerase kappa activity | Potency, µM (highest dose often 107 µM), without a hit: at the top dose activity, negative = inhibition, most hits filed as inhibitors | purified Pol kappa, fluorescent DNA synthesis assay, 10 min | AID 588579 | 400,000 compounds, 0.53% hits; further: potency means the concentration at half of the fitted maximal effect; on the % scale 0 is the no-effect control and ±100 the full control effect
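Fluorescent qHTS in 1536-well format: enzyme (10 nM) and compound sat 15 min at room temperature before 50 nM substrate (final) was added. Signal taken at 0 and 10 min; no-enzyme buffer wells were negative controls.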
APEX1 inh – APE1 (human) endonuclease inhibition; Potency, µM (series often up to 65.8 µM), without a hit: top-dose activity change, negative = inhibition, actives largely listed as inhibitors; 350,000 compounds, 0.35% hits; recombinant APE1, TAMRA/BHQ-2 abasic DNA cleavage fluorescence; P27695;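 further: potency means the concentration at half of the fitted maximal effect; plate controls were vehicle for no effect and reference inhibitor for full effect; nearly all actives have a fitted effect of over 55% in size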
Target sequence (P27695 whole entry, looked up): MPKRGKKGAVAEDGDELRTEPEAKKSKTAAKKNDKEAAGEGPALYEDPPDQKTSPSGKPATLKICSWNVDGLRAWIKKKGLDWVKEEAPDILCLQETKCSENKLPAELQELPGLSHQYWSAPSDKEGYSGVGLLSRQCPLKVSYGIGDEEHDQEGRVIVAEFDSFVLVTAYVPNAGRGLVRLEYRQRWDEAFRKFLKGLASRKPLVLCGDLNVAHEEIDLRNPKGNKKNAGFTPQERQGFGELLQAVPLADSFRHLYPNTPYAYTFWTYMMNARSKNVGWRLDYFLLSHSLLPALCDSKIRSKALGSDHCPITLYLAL
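APE1 at 0.75 nM final was preincubated with compound 15 min at room temperature, then 50 nM double-stranded THF abasic-site substrate (5'-TAMRA/3'-BHQ-2) was added. Fluorescence (ex 525/em 598 nm) was read kinetically; third-minus-first read gave activity.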
Pol beta inh – DNA polymerase beta (human) inhibition; P06746; Pol beta primer extension/strand displacement, fluorescence kinetic; Potency, µM (series often up to 114 µM), for the others: at the top dose activity change, negative = inhibition, actives largely listed as inhibitors; 340,000 compounds, 1.3% hits; further: potency means the concentration at half of the fitted maximal effect; on the % scale 0 is the no-effect control and ±100 the full control effect
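Reaction started by 50 nM substrate onto compound-treated Pol beta (10 nM, 15 min preincubation, room temperature); plates read at 0 min and 10 min. Normalized concentration-effect data fitted by four-parameter Hill equation.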
POLH inh – blocks human DNA polymerase eta activity. Q9Y253. recombinant Pol eta, fluorescent DNA replication assay. Potency, µM (titrated, usually from 114 µM), for inactives: top-dose activity change, negative = inhibition, usual class: inhibitors. 390,000 compounds, 1.2% hits; further: potency means the concentration at half of the fitted maximal effect; on the % scale 0 is the no-effect control and ±100 the full control effect
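Fluorescent replication assay: 50 nM final substrate added after a 15 min room-temperature compound preincubation with 10 nM enzyme. Signal taken at 0 min and again at 10 min.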
RGS4 inhibitor – human RGS4 inhibition; Transcreener GDP fluorescence polarization, RGS4-accelerated GTP hydrolysis; Potency, µM (series often up to 114 µM), for inactives: at the highest dose activity change, negative = inhibition, most hits filed as inhibitors; 390,000 compounds, 0.039% hits; AID 504845; further: potency means the concentration at half of the fitted maximal effect; on the % scale 0 is the no-effect control and ±100 the full control effect; nearly all actives have a fitted effect of over 75% in size; some results filed as inactive show a strong effect at the top dose
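MLSMR compounds (23 nl, pin-transferred) preincubated 10 min at room temperature with a 500nM (2x) first reagent, then RGS4 at 900nM (2x) plus Transcreener GDP mix added; fluorescence polarization (620/688 nm) read before and after 90 min at 30 °C.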
ERG-DNA inh – blocks human ERG Ets domain binding to DNA. P11308. Potency, µM (doses to about 76.9 µM), for inactives: at the top dose FP activity, negative = inhibition, hits mostly inhibitors. 370,000 compounds, 0.028% hits. AID 624246. fluorescence polarization, His-ERG Ets domain / labelled DNA; active means well fitted inhibition curve with a large enough effect in the polarisation, with a control signal flat; inconclusive means small, poorly fitted or top-dose-only effect, or effect the other way, or a change in a side signal; inactive means no such curve, though single readings can be large or run the other way; the % refers to the polarisation;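 further: polarization taken with two DNA probes labelled with fluorescein and Texas red; potency means the concentration at half of the fitted maximal effect; % of control where 0% means no effect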
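His-tagged ERG Ets domain (1 uM in the protein solution; 300mM KCl, 50mM Tris-HCl, 1mM EDTA, 1mM DTT, pH 7.5) received compound, then a probe mix of 5 nM fluorescein-DNA and 100nM Texas-615-DNA. Fluorescence polarization was read for both dyes.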
ALOX12 inh – inhibitors of human 12S-lipoxygenase ALOX12; P18054; purified 12hLO, xylenol orange hydroperoxide absorbance; Potency, µM (series often up to 108 µM), without a hit: at the highest dose activity change, negative = inhibition, hits mostly inhibitors; 580,000 compounds, 1.1% hits; AID 1671190; further: potency means the concentration at half of the fitted maximal effect; on the % scale 0 is the no-effect control and ±100 the full control effect
Target sequence (P18054 whole entry, looked up): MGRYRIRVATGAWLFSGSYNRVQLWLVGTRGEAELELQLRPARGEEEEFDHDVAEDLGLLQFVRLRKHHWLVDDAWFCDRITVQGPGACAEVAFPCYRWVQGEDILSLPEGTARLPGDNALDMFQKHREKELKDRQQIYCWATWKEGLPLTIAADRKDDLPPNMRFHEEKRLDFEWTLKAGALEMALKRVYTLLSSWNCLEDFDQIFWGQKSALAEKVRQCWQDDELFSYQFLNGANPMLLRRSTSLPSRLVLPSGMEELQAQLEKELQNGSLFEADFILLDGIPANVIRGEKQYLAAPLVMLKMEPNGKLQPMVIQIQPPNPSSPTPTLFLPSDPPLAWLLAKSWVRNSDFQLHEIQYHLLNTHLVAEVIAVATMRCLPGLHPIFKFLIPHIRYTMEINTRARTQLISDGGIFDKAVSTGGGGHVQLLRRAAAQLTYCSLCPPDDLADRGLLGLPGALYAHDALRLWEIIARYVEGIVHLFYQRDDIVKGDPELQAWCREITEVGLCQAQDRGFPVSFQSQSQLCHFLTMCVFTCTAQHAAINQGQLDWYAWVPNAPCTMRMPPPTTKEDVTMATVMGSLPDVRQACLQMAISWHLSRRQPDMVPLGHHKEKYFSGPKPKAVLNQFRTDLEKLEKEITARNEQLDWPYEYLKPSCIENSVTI
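Purified human 12hLO at 150 nM in 25 mM Hepes, 0.01% Triton X-100, pH 7.0, preincubated 15 min at room temperature with compound. Reaction started with 40 uM arachidonic acid, 30 min at room temperature. Hydroperoxide measured by Fe-xylenol orange, 573/405 nm absorbance ratio.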
Apoferritin bind – candidate novel general anesthetic via apoferritin binding | apoferritin/1-aminoanthracene competitive binding, fluorescence | AID 485281 | 350,000 compounds, 0.074% hits | Potency, µM (doses to about 77.5 µM), without a hit: at the top dose activity change, negative = displacement, usual class: inhibitors | P02791; further: potency means the concentration at half of the fitted maximal effect; on the % scale 0 is the no-effect control and ±100 the full control effect; nearly all actives have a fitted effect of over 20% in size
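Apoferritin-based anesthetic binding model; compound displacement of fluorescent 1-AMA measured as endpoint fluorescence after 10 minutes at room temperature, scaled to free-ligand and complex controls.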
The depositor's hits bear a star; ? = inconclusive; . = no result given; & = joins results of further samples; [ ] = remark or other dose. Unless noted, the call rests on the fitted dose curve; in most records, active means well fitted curve in the direction sought with a large enough effect; inconclusive means small, poorly fitted or top-dose-only effect, or another doubt; inactive means no such curve, though single readings can be large; an effect the other way counts as inactive or inconclusive. An excerpt; count on the stated rates, not on these rows.

SMILES	LDHA inh	Pol kappa inh	APEX1 inh	Pol beta inh	POLH inh	RGS4 inhibitor	ERG-DNA inh	ALOX12 inh	Apoferritin bind
CC1(c2ccc3ccccc3c2)NC(=O)N(CC(=O)NCC(C)(C)N2CCOCC2)C1=O (centres undefined)	-1	7%	16%	.	-20%	-1%	3%	-30%	.
CCOc1ccc(C(=O)C[n+]2ccc(C(=O)NCc3ccccc3)cc2)cc1	-8	-2%	26%	-4%	-9%	-14%	12%	?	-13%
CC(C)C(NS(=O)(=O)c1ccc2c(c1)oc(=O)n2C)C(=O)NCc1ccccc1 (centres undefined)	-4	-7%	.	3%	-17%	-8%	2%	3%	-13%
COc1ccc(CCNC(=O)C2CCN(S(=O)(=O)c3cccc4nonc34)CC2)cc1OC	0	0%	-6%	31%	-8%	-28%	4%	0%	-15%
CC1(C(=O)NC(=S)N(Cc2ccccc2)c2ccccn2)CC1(Cl)Cl (centres undefined)	-3	-10%	-2%	2%	-7%	-33%	-9%	?	?
COc1ccc(CN(C)C(=O)Cn2cnc3c(NCc4ccccc4)ncnc32)cc1OC	-1	-12%	34%	.	-5%	27%	2%	26%	.
CCc1nc(Nc2ccc3nccnc3c2)c2oc3ccccc3c2n1	8	-15%	-3%	6%	4%	2%	.	-5%	-2%
CC(OC(=O)C(C)N1C(=O)C2C3C=CC(C4CC34)C2C1=O)C(=O)c1ccccc1 (centres undefined)	1	1%	1%	6%	-19%	28%	-3%	7%	-18%
CCNC(=S)N(CCc1cccc(C)c1)Cc1cc2cc(OC)c(OC)cc2[nH]c1=O	-3	-15%	6%	29%	-16%	-1%	3%	?	7%
COc1ccccc1C1N=C(Nc2nc3ccccc3o2)NC2=C1C(=O)CC(C)(C)C2 (centres undefined)	-3&1	-18%	.	.	.	6%	.	-5%	.
Cc1ccc(NC2CCCN(C(=O)CSc3ccccn3)C2)cc1C (centres undefined)	0	-4%	-7%	-9%	1%	-38%	19%	?	?
COc1cc(NC(=O)CN(C)S(=O)(=O)c2ccc3c(c2)CCCC(=O)N3)cc(OC)c1OC	3	4%	.	24%	-10%	12%	-14%	-4%	6%
COc1ccc(S(=O)(=O)N(C)CC(=O)N2CCCC2)cc1OC	-10	-6%	63%[activator]	12%	-6%	-1%	-1%	-6%	-2%
CCOc1ccc(C(=O)NCC(c2ccc3c(c2)OCO3)N2CCOCC2)cc1 (centres undefined)	-5	-3%[60.1 µM]	.	-2%	-8%	14%	-4%	-5%	6%
O=[N+]([O-])c1ccc2c(c1)C=C1CCCCC1(N1CCCC1)O2 (centres undefined)	0	-8%	9%	38%	-12%	7%	1%	-22%	-10%
Clc1ccc(CONc2ncnc3nonc23)c(Cl)c1	-3	1%	1%	1%	-10%	17%	-4%	?	?
CCN=C1S/C(=C\c2cn(CC)c3ccccc23)C(=O)N1CC	-2	0%	0%	-27%	-25%	-3%	9%	?	-10%
Cc1ccc(Cn2ccc(NC(=O)C3C4CCC(C4)C3C(=O)O)n2)cc1 (centres undefined)	1	2%	-3%	1%	4%	5%	2%	8%	?
CSc1nnc2c(n1)c(C)nn2-c1cccc(C)c1	4	3%	-6%	0%	-16%	-42%	-1%	-23%	-5%
CCC(C)NC(=O)CCSCCC(=O)NC(C)CC (centres undefined)	0	-20%	5%	18%	-10%	14%	-5%	5%	-11%
O=C(Nc1ccccn1)NC(C(F)(F)F)C(F)(F)F	-7	-10%	-3%	19%	0%	21%	2%	0%	-24%
CCOC(=O)CCCC(=O)Nc1ncnc2c1C(c1ccccc1)c1c(ccc3ccccc13)O2 (centres undefined)	2&-10	3%	18%	.	-14%	-6%	.	-5%	.
CC(=O)c1ccc2c(c1)OCCOCCOCCO2	4	10%	-2%	11%	-11%	5%	2%	223%[activator]	-4%
CC(=O)N1CCC(=NNc2nc3ccccc3s2)CC1	-10	-2%	2%	-19%	-9%	12%	-3%	?	-7%
COc1ccc(NC(=S)NCCSc2ccc(C)cc2)c(OC)c1	0	-8%	.	.	-14%	-3%	-5%	35µM*	.

Some of the entries above in a different format.
O=[N+]([O-])c1ccc2c(c1)C=C1CCCCC1(N1CCCC1)O2 (centres undefined)
  LDHA inh: 0
  Pol kappa inh: -8%
  APEX1 inh: 9%
  Pol beta inh: 38%
  POLH inh: -12%
  RGS4 inhibitor: 7%
  ERG-DNA inh: 1%
  ALOX12 inh: -22%
  Apoferritin bind: -10%

Clc1ccc(CONc2ncnc3nonc23)c(Cl)c1
  LDHA inh: -3
  Pol kappa inh: 1%
  APEX1 inh: 1%
  Pol beta inh: 1%
  POLH inh: -10%
  RGS4 inhibitor: 17%
  ERG-DNA inh: -4%
  ALOX12 inh: ?
  Apoferritin bind: ?

CCN=C1S/C(=C\c2cn(CC)c3ccccc23)C(=O)N1CC
  LDHA inh: -2
  Pol kappa inh: 0%
  APEX1 inh: 0%
  Pol beta inh: -27%
  POLH inh: -25%
  RGS4 inhibitor: -3%
  ERG-DNA inh: 9%
  ALOX12 inh: ?
  Apoferritin bind: -10%

Cc1ccc(Cn2ccc(NC(=O)C3C4CCC(C4)C3C(=O)O)n2)cc1 (centres undefined)
  LDHA inh: 1
  Pol kappa inh: 2%
  APEX1 inh: -3%
  Pol beta inh: 1%
  POLH inh: 4%
  RGS4 inhibitor: 5%
  ERG-DNA inh: 2%
  ALOX12 inh: 8%
  Apoferritin bind: ?

More results
SMILES	LDHA inh	Pol kappa inh	APEX1 inh	Pol beta inh	POLH inh	RGS4 inhibitor	ERG-DNA inh	ALOX12 inh	Apoferritin bind
O=C(NC1CCCCCC1)C1CCN(c2nc3ccccc3o2)CC1	-4	-2%	-5%	20%	-11%	8%	9%	-15%	-9%
CCOC(=O)CC1C(=O)NCCN1S(=O)(=O)c1ccc(Cl)cc1Cl (centres undefined)	-8	-6%	5%	27%	-14%	-10%[56.9 µM]	-1%	-9%	-12%
CCOc1ccccc1NC(=O)C1CCCN1S(=O)(=O)c1ccc2c(c1)C(C)(C)C(=O)N2C (centres undefined)	-4	-20%	.	0%	-14%	4%	-1%	-9%&17%	5%
Cc1ccc(NC(=O)CSc2ncccn2)c([N+](=O)[O-])c1	2	-2%	1%	12%	-9%	-13%	-5%	?	-18%
CCOC(=O)c1nc(C)nc(Sc2n[nH]c(-c3cc(Cl)cc(Cl)c3)n2)c1C	3	-34%	8%	-15%	-5%	8%	9%	26%	1%
Cc1ccc2c(=O)cc(CSc3nnc(-c4ccccc4)n3C)[nH]c2c1C	0	-4%[60.1 µM]	.	20%	-6%	16%	-3%	-8%	-12%
CCOC(=O)N1CCN=C1SCc1ccc(C(F)(F)F)cc1	-5	-11%	-2%	2%	-13%	16%	-1%	16%	?
CC(C)(C)NC(=O)NC(=O)CN1CCN(c2ncc(C(F)(F)F)cc2Cl)CC1	-1	-2%	4%	-1%	-5%	-6%	-6%	-39%	-15%
Cc1ccc(C)c(NC(=O)CCN2CCCCC2)c1	0	9%	28%	-12%	-8%	13%	3%	-5%	-8%
Cc1ccc(C(=O)OCC(=O)N2CCC(c3ccccc3)=N2)c(C)c1	1	7%	4%	.	-13%	-6%	18%	0%	.
CC1CCN(c2nc3c(=O)[nH]c(N)nc3n2[C@@H]2O[C@H](CO)[C@@H](O)[C@H]2O)CC1	-5	-9%	45%	-3%	14%	23%[56.9 µM]	6%	2%	25%
CC(=O)N(c1nnc(-c2cccc(C)c2)s1)C1CCCC1	0	-15%	0%	3%	-11%	5%	-2%	0%	?
COCCN(C(=O)COC(=O)c1cc2ccccc2cc1OC)c1c(N)n(Cc2ccccc2)c(=O)[nH]c1=O	3	6%	4%	.	-16%	-9%	-1%	-16%	.
CC1=C(n2nnc([N+](=O)[O-])n2)C(c2cccnc2)C(C#N)=C(N)O1 (centres undefined)	38	-12%	-10%	64%	-7%	-39%	-3%	-11%	-8%
Cc1ccc(NC(=O)c2cnn3c(C(F)F)cc(-c4ccccc4)nc23)c(C)c1	-3	?	.	?	2%	-11%	4%	-3%	-7%
CCN1C(=O)/C(=C\c2cccn2-c2ccc([N+](=O)[O-])cc2)N(CC)C1=S	-7	-11%	0%	31%	-11%	7%	-2%	-4%	-10%
COc1ccccc1Nc1ccc(C(=O)NCc2cccs2)cn1	1	-3%	1%	1%	-24%	-18%	5%	12%	-11%
CCn1c2ccccc2c2cc(/C=N/n3c(-c4cc(C)[nH]n4)n[nH]c3=S)ccc21	-12	-17%	-1%	50µM*	?	-51%	15%	3%	-2%
COc1ccc(NC(=O)CSc2ccc3nnc(-c4cccnc4)n3n2)cc1OC	-3	-14%	33%	-10%	-3%	4%	-10%	1%	-4%
COc1cccc(C(C(=O)NCc2ccco2)N(C(=O)Cn2nnc3ccccc32)C2CC2)c1OC (centres undefined)	1	-2%	0%	12%	-12%	0%	14%	1%	-18%
COCc1ccc(C(=O)N(C)C2CCCN(Cc3ccccc3F)C2)o1 (centres undefined)	-1	-10%	12%	18%	-8%	31%	-5%	1%	-9%
CCOc1ccc(NC(=S)N2CCC(C(N)=O)CC2)cc1	-4	0%	1%	21%	1%	24%	2%	9%	1%
COc1ccc(N(C(=O)c2ccc(C(C)(C)C)cc2)S(=O)(=O)c2ccc(Cl)cc2)cc1	-12	-13%	.	24%	-13%	-6%	0%	-2%	-11%
Cc1ccc(C(=O)c2cn(Cc3ccccc3C)c3nc(C)ccc3c2=O)cc1	-4	4%	.	-11%	-3%	-24%	-6%	-20%	?

Screening results: PubChem, National Center for Advancing Translational Sciences (NCATS)
